PTHR1 agonist – agonists of human PTHR1 parathyroid hormone receptor; HEK293 GP2 PTHR1 cells, GloSensor cAMP luminescence, 1 h; Potency, µM (doses to about 115 µM), for the others: at the highest dose activation, usual class: activators; 410,000 compounds, 0.075% hits; AID 743266; also: potency is read from the fitted curve at half-maximal effect; nearly all actives have a fitted effect of over 55% in size; some results filed as inactive show a strong effect at the top dose; inactives centre near -15; many of its hits are not listed in these tables
Target sequence (Q03431 whole entry, looked up): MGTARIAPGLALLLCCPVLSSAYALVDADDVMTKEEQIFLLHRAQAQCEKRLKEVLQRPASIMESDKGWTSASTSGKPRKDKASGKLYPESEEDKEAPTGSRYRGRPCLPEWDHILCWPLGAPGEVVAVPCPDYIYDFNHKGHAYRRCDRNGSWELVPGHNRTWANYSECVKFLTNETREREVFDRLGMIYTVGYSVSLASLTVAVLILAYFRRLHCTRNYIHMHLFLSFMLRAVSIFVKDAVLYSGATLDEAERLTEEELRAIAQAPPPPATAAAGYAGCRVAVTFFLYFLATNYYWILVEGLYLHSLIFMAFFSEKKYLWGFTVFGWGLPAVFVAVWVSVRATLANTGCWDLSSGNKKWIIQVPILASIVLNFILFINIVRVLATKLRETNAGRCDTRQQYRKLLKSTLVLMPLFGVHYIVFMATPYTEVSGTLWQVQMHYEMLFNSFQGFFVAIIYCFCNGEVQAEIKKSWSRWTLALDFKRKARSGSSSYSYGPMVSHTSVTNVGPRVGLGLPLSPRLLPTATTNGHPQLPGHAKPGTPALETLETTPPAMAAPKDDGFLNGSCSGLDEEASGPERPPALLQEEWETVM
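HEK-293-derived GP2 cells expressing PTHR1 and a GloSensor cAMP reporter, 3,000/well, plated overnight, given luciferin plus IBMX (each 0.5 mM as added) for 1 h at 37 °C, then compound for 1 h at 37 °C. Luminescence was read after 15 min at room temperature.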
pAkt inh – Akt phosphorylation inhibition; Neuro2A IGF-stimulated pAkt S473 HTRF, 20 min; hits give low values; activity change, % for hits at 50 µM; 360,000 compounds, 0.32% hits; AID 651550; in the data active = activity change below about -80%; inconclusive = mostly about -51% to -80%; also: % is scaled to controls: 0 for no effect and ±100 for the full control effect
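Neuro2A cells in DMEM with 0.5% FBS, overnight at 37 deg C, given compound at single 50 µM final, then IGF (6 nM final) for 20 min at 37 deg C. Lysed; phospho-Akt Ser473 by HTRF after 24 h, 665/615 ratio.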
DRD3 antagonist – blocks the human D3 dopamine receptor. P35462. D3R cells, DiscoveRx beta-arrestin luminescence, antagonist mode; hits give low values. max response, negative = inhibition, %. 360,000 compounds, 2.5% hits. AID 652054; in the data active = max response below about -50%; inconclusive = no clear call, values can overlap the other calls; also: % is scaled to controls: 0 for no effect and ±100 for the full control effect; mostly tested at two doses, the higher about 12 µM
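Cells plated overnight at 1500 cells/well, then exposed to library compounds with dopamine controls for 90 minutes at 37 degrees C. DiscoveRx reagent added for 30–60 minutes at room temperature; luminescence read, quantitative HTS format.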
GLP1R inv ag – inverse agonists of human GLP-1 receptor; 410,000 compounds, 1.6% hits; HEK293 GLP-1R CRE-luciferase, luminescence, 24 h; GLP-1R form is constitutively active; Potency, µM (titrated, usually from 38.3 µM), inactives show at the highest dose activity change, negative = inhibition, most hits filed as inhibitors; also: potency is read from the fitted curve at half-maximal effect; % is scaled to controls: 0 for no effect and ±100 for the full control effect; nearly all actives have a fitted effect of over 55% in size
Target sequence (P43220 whole entry, looked up): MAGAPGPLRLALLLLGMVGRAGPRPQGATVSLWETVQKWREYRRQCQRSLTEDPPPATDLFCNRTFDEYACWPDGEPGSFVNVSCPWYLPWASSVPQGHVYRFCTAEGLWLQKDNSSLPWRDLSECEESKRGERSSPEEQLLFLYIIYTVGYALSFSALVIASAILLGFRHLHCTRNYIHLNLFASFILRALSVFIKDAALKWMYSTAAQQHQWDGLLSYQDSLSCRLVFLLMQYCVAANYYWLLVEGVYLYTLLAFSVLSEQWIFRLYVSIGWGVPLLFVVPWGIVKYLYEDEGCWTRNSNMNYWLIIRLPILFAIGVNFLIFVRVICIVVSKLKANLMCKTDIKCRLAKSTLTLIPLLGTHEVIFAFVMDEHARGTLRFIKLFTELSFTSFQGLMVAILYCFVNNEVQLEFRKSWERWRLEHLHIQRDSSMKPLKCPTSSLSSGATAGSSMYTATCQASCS
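Using stably transfected HEK293 (constitutively active GLP-1R, cAMP-luciferase reporter), compounds were incubated 24 hr and luciferase measured by luminescence.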
TDP43 rescue – TDP-43 toxicity inhibition in yeast. Potency, µM (series often up to 46.1 µM), for the others: top-dose growth rescue (activation), most hits filed as activators. AID 652104. 410,000 compounds, 1.8% hits. TDP-43 expressing yeast growth rescue, BacTiter-Glo, 24 h; also: potency is read from the fitted curve at half-maximal effect; % of control where 0% means no effect; nearly all actives have a fitted effect of over 50% in size
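Luminescence from BacTiter-Glo reports growth of TDP-43-expressing yeast after 24 hr at 30 deg C with compound. Cells were raffinose-pregrown to mid-log, then seeded in galactose medium at OD600=0.02.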
aSyn yeast inh – rescues yeast growth from alpha-synuclein toxicity. Potency, µM (titrated, usually from 46.1 µM), inactives show top-dose growth rescue (activation), usual class: activators. AID 652106. Yeast expressing alpha-synuclein, growth rescue, BacTiter-Glo, 24 h. 370,000 compounds, 0.14% hits; also: potency is read from the fitted curve at half-maximal effect; % of control where 0% means no effect; nearly all actives have a fitted effect of over 65% in size
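Rescue of yeast growth: cells expressing toxic alpha-synuclein, induced in galactose at OD600 0.02, incubated with compound 24 h at 30 C. ATP luminescence quantified growth; inhibitors of toxicity appear as activators.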
FUS suppressor – suppressors of FUS proteinopathy in yeast | S. cerevisiae FUS-expressing, growth rescue, OD600, 24 h | AID 1347120 | 390,000 compounds, 0.24% hits | Potency, µM (doses to about 76.6 µM), for the others: top-dose growth rescue (activation), most hits filed as activators;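 also: potency is read from the fitted curve at half-maximal effect; plate controls were DMSO vehicle for no effect and reference control for full effect; nearly all actives have a fitted effect of over 55% in size; some results filed as inactive show a strong effect at the top dose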
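Steps: raffinose overnight preculture; dilution to OD 0.005 in 2% galactose minimal medium; compound addition (concentration series); 24hr at 30C, 99% humidity; absorbance read at 600 nm.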
Abeta yeast res – restores growth of yeast expressing A-beta42 peptide; yeast expressing A-beta42, growth rescue, OD600, 48 h; response scale: 0% DMSO, 100% iron-clioquinol control; Potency, µM (highest dose often 46.1 µM), for inactives: at the highest dose growth rescue, most hits filed as activators; 410,000 compounds, 0.063% hits; AID 1347071; also: potency is read from the fitted curve at half-maximal effect; nearly all actives have a fitted effect of over 55% in size
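Yeast A-beta toxicity model in growth medium with pinned compounds, 48 h at 30 C; growth read as absorbance at 600 nm. Normalized to FeCl3/clioquinol equimolar mix (positive) and DMSO (negative).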
GLP1R ag – activates the human GLP-1 receptor | 380,000 compounds, 0.007% hits | P43220 | HEK293 GLP-1R CRE-luciferase, luminescence, 4-6 h; cells express a hypersensitive GLP-1R form | Potency, µM (titrated, usually from 45.6 µM), without a hit: at the highest dose activation, actives largely listed as activators; also: potency is read from the fitted curve at half-maximal effect; % of control where 0% means no effect
The depositor's hits bear a star; i = inactive; ? = inconclusive; . = not tested or not shown; & = joins results of further samples; [ ] = remark or other dose. Unless noted, calls follow the shape of the dose curve; as a rule, active = well fitted curve in the direction sought with a large enough effect; inconclusive = small, poorly fitted or top-dose-only effect, or another doubt; inactive = no such curve, though single readings can be large; an effect the other way counts as inactive or inconclusive. These rows are one share of the data. The share of hits here may be higher or lower than overall.

item	Structure	FUS suppressor	GLP1R inv ag	DRD3 antagonist	aSyn yeast inh	PTHR1 agonist	GLP1R ag	Abeta yeast res	TDP43 rescue	pAkt inh
1	CC(OC(=O)c1cccs1)C(=O)NCc1cccs1 (configuration not stated)	3%	0%	2	4%	i	-4%	-14%	12%	i
2	CCOc1ccc(CNS(=O)(=O)c2ccc(-c3coc(C)n3)cc2)cc1OC	-11%	-7%	.	5%	-36%[inhibitor]	4%	-4%	29%	.
3	Cn1c(=O)c2c(nc(Sc3ncnn3CC(=O)NC3CCCCC3)n2C)n(C)c1=O	11%	15%	-14	1%	19%	-2%	-6%	-1%	i
4	CCCCC(=O)NNC(=S)NC(=O)CCC	-2%	6%	-58*	25µM*	-29%[57.5 µM]	-12%	?	-4%	i
5	Cc1csc(CNC(=O)C2CCC(=O)N(CCc3cccc(F)c3)C2)n1 (configuration not stated)	.	2%	-16	-1%	-34%	-1%	5%	10%	i
6	Cc1ccc(NC(=S)N/N=C/c2c(Cl)cccc2Cl)c(C)c1	8%	?	-60*	-7%	-12%	?	19%	?	i
7	Cc1ccc(SCCOCCN2CCOCC2)cc1	5%	8%	-27	2%	-7%	8%	-17%	-31%	i
8	O=C(Cn1cnc2ccccc2c1=O)Nc1nnc(SCc2ccc(Cl)cc2)s1	-15%	15%	17	-1%	-3%	3%	7%	19%	i
9	Nc1c(C(=O)NCCC2=CCCCC2)sc2ccc(S(=O)(=O)N3CCCCC3)cc12	33%	?	-16	14%	i	0%	2%	11%	i
10	COCC(=O)N(c1ccc(C(C)C)cc1)C1C=CS(=O)(=O)C1 (configuration not stated)	16%	9%	6	1%	-4%[57.5 µM]	-5%	17%	-1%	.
11	CCc1c(C)nc(N2CCN(c3ccc(Cl)cc3)CC2)[nH]c1=O	-7%	15%	26	2%	-3%	-1%	5%	-1%	i
12	O=S(=O)(NC1CCCCC1NCc1ccco1)c1ccccc1 (configuration not stated)	9%	-20%	10	-2%	-10%[57.5 µM]	0%	14%	-3%	i
13	CCOc1ncccc1C(=O)OCC(=O)Nc1ccc2c(c1)OCO2	-3%	14%	-4	1%	i	0%	-7%	3%	i
14	Nc1ccn([C@@H]2O[C@H](C(=O)N[C@H]3c4ccccc4C[C@H]3O)[C@@H](O)[C@H]2O)c(=O)n1	-32%	5%	10	-2%	-21%	13%	-2%	0%	i
15	COC(=O)C1=C(C(=O)OC)[C@@H]2N(Cc3ccccc3)c3ccccc3[C@@]23C[C@@H](C(=O)OC)N(C(=O)c2cccs2)C3=N1	?	?	0	-3%	i	-3%	6%	2%	i
16	CCOc1ccc(CNC(=O)CCCn2nc(C)c3c(C)n(-c4ccc(C)cc4)nc3c2=O)cc1	3%&1%	-25%&-18%	-18	-3%	i	-4%	0%&-5%	-5%&15%	i
17	COc1ccccc1CNC(=O)C(=O)NCC(c1ccc2c(c1)OCO2)N1CCOCC1 (configuration not stated)	-2%	17%	.	.	-16%	.	2%	11%	.
18	COc1ccc(N2CCN(C(=O)CN3CCSc4ccccc43)CC2)cc1	-2%	?	.	-2%	-3%	-3%	-1%	21%	.
19	O=C(Nc1ccc(Br)cc1Br)Nc1cccc2[nH]c([C@@H]3O[C@H](CO)[C@@H](O)[C@H](O)[C@H]3O)nc12	9%	8%	1	?	-16%	-2%	2%	25%	i
20	Cc1cc2oc(C(=O)Nc3nonc3C)c(C)c2cc1Cl	-25%	2%	-3	-6%	-2%	2%	8%	8%	.
21	C/C(=N\NC(=O)CC1N=C(Cc2ccccc2)NNC1=O)c1ccc(Cl)cc1Cl (configuration not stated)	23%	0%	-20	2%	i	-1%	-3%	7%	i
22	N/C(COc1cccc(Cl)c1)=N\NS(=O)(=O)c1ccccc1	13%	0%	12	4%	?	2%	-6%	3%	i
23	COc1ccc(S(=O)(=O)N2CCN(C(=O)Nc3ccccc3OC)CC2)cc1	-6%	-16%	7	0%	i	-4%	-1%	5%	i
24	CCCn1c(SCC(=O)N2CCN(C(=O)c3ccco3)CC2)nc2ccccc2c1=O	21%	4%	-3	1%	i	10%	-10%	-21%	i
25	COc1ccc(/C=N/OCC(=O)N2CC3(C)CC2CC(C)(C)C3)cc1OC (configuration not stated)	19%	34%[activator]	-11	-9%	-11%[57.5 µM]	26%	2%	2%	i
26	O=C(O)CCn1nnc(-c2ccccc2)n1	-33%	-4%	12	6%	-21%	0%	-7%	15%	i
27	CCCC(=O)N1CCN(c2nnc(-c3ccccc3)c3ccccc23)CC1	-2%	11%	2	17%	12%	1%	-2%	?	i
28	Oc1ccc(CNc2ccc(F)cc2)c2cccnc12	26%	?	14	?	i	-25%	14%	?	i
29	CCCCCCCCNC(=O)C(CCC(=O)OCc1ccccc1)NC(C)=O (configuration not stated)	?	?	-14	-1%	-5%	0%	7%	-16%	i
30	Cc1cccc(OCCCC(=O)Nc2ccc(Cl)c(S(=O)(=O)N3CCOCC3)c2)c1	40%	?	-6	2%	-19%	-5%	-4%	-2%	i
31	Cc1ccc(-n2ncc3c2CC(C)(C)CC3NC(=O)CCc2cccnc2)cc1 (configuration not stated)	4%	-32%	-10	2%	-3%	-7%	18%	5%	i
32	CCOC(=O)C1(C)CCCCN1C(=O)c1ccc(F)c(C)c1 (configuration not stated)	20%	22%	31	-6%	i	0%	?	18%	i
33	CCOc1ccc(Br)cc1C(=S)N1CCCC1	-11%	-13%	2	1%	-6%	0%	22%	?	i
34	O=C(/C=C/c1ccc(Cl)cc1)N1CCN(c2ccc([N+](=O)[O-])c(N3CCOCC3)c2)CC1	.	-25%	57	9%	-32%	12%	-10%	26%	i
35	Brc1cccc(-c2nc(-c3ccncc3)no2)c1	-55%	43%[activator]	43	0%	-12%	-2%	2%[9.22 µM]	8%	i
36	C/C(=N\Nc1ccc(Cl)c(C(=O)O)c1)c1ccc[nH]1	15%	6%	38	-16%	i	1%	-22%	-23%	i
37	O=C(NCC(c1cccs1)N1CCOCC1)c1ccc([N+](=O)[O-])cc1 (configuration not stated)	11%	7%	-17	-6%	i	4%	-5%	2%	i
38	Cc1nc2c3ccccc3nc(NNC(=O)CCC(=O)N3CCN(c4cccc(C(F)(F)F)c4)CC3)n2n1	?	?	.	.	0%	.	1%	7%	.
39	O=C(O)c1ccc(NC(=O)C2C3CCC(O3)C2C(=O)O)cc1 (configuration not stated)	-16%	-9%	11	6%	-13%	-4%	4%	4%	i
40	CCC(=O)Nc1cccc(C2=NOC3(C2)C[C@@H](C(N)=O)N(C(=O)c2cc([N+](=O)[O-])cc([N+](=O)[O-])c2)C3)c1 (some centres not stated)	8%	14%	23	0%	-23%	6%	-4%	10%	i
41	COc1ccc(-c2n[nH]c(=S)n2-c2ccc(C)cc2)cc1OC	0%	72%[activator]	18	1%	-7%	-7%	3%	7%	i
42	Cc1cc(=O)oc(C)c1C(=O)NC12CC3CC(CC(C3)C1)C2	-29%	-2%	?	-1%	7%[57.5 µM]	-4%	26%	1%	i
43	O=C(O)CC(c1cccc2ccccc12)N1Cc2ccccc2C1=O (configuration not stated)	13%	-24%	-7	18%	i	1%	-2%	-11%	i
44	COCCNC(=O)C(c1cccs1)N(C(=O)Cn1nnc2ccccc21)c1cccc(C(C)=O)c1 (configuration not stated)	15%	2%	12	-14%	i	-2%	-20%	-15%	i
45	CCn1c(CNc2ccc(F)cc2)nnc1SCCN1CCCCC1	5%	?	-22	-1%	i	-9%	18%	-1%	i
46	O=C(Nc1nn(Cc2ccc(Cl)cc2)cc1Br)c1ccc(COc2ccccc2Cl)o1	41%	5µM*	16	-2%	i	-3%	13%	3%	i
47	Fc1cccc(Cl)c1-c1nnc2ccc(C(F)(F)F)cn12	-10%	17%	-20	-1%	-22%	7%	10%	2%[0.397 µM]	i
48	CC(C)c1cc(C(=O)Nc2cccc(Cl)c2)no1	15%	0%	?	0%	-48%[inhibitor][57.5 µM]	4%	-78%[inhibitor]	-17%	.
49	CCOc1cccc(Oc2ncccc2C(=O)/C(C#N)=C/N(C)C)c1	.	11%	9	1%	i	-1%	-13%	20%	i
50	Cc1ccccc1C(=O)c1cccn1CC(=O)NCc1cccc(Cl)c1	13%&13%	?	0	-10%	-5%	15%	-5%&5%	27%&0%	i
51	COc1ccc2oc(C(=O)OCC(=O)N3CCCCC3C)c(C)c2c1 (configuration not stated)	.	?	-22	-1%	i	-1%	-13%	10%	i
52	Cc1ccc2c(c1)N(CC(=O)N1CCN(c3nc4ccccc4s3)CC1)C(=O)C(C)O2 (configuration not stated)	27%	?	?	-1%	-25%	-15%	4%	7%	i
53	CCn1ccc2cc(S(=O)(=O)N3CCC(C(=O)NCCc4ccc(SC)cc4)CC3)ccc21	-6%	-11%	.	.	-9%	.	-5%	19%	.
54	CC(=O)C(C)Oc1ccc2c3c(c(=O)oc2c1C)CCCC3 (configuration not stated)	33%	8%	-21	2%	-1%[57.5 µM]	?	-77%[inhibitor]	20µM*	i
55	Cc1cccc[n+]1CC(=O)/C=C1\N(C)c2ccccc2C1(C)C	-10%	-20%	-9	3%	i	-14%	10%	5%	i

Fetched by structure from above, 2 records:
item	Structure	FUS suppressor	GLP1R inv ag	DRD3 antagonist	aSyn yeast inh	PTHR1 agonist	GLP1R ag	Abeta yeast res	TDP43 rescue	pAkt inh
54	CC(=O)C(C)Oc1ccc2c3c(c(=O)oc2c1C)CCCC3 (configuration not stated)	33%	8%	-21	2%	-1%[57.5 µM]	?	-77%[inhibitor]	20µM*	i
47	Fc1cccc(Cl)c1-c1nnc2ccc(C(F)(F)F)cn12	-10%	17%	-20	-1%	-22%	7%	10%	2%[0.397 µM]	i

Screening results: PubChem, National Center for Advancing Translational Sciences (NCATS)
